FN deposition inh: inhibitors of fibronectin matrix deposition, primary screen, AH1F cells, Alexa488-fibronectin fluorescence, plate reader | AH1F fibroblasts, overnight | inhibition, % at 12.6 µM | 350,000 compounds, 0.086% hits | AID 743247, 2014;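 active = mean inhibition across replicates of 30% or more, regardless of how many single replicates reach that level; inconclusive = mean under 30% yet at least half of replicates reach 30%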;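 also: positive control wells lacked labelled fibronectin entirely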
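Schedule: 1 h cell adhesion before compound, then overnight fibronectin incubation; test system: AH1F fibroblast monolayer depositing Alexa488-labelled fibronectin into matrix; quantity: 10000 AH1F cells per well; probe or stimulus: fluorescent fibronectin at 24 nM final; signal: fluorescence, ex 485 nm, em 525 nm; evaluation: percent inhibition as loss of matrix-bound fibronectin fluorescence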
F508del corr: F508del CFTR correction, initial screen, CFBE line, single point; CFBE cells, YFP halide quenching; stimulated with forskolin plus potentiator P3; % fluorescence drop versus neutral controls; activity (quench increase), % at 7.58 µM; 350,000 compounds, 0.36% hits; AID 720511, 2013;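 active = mean added fluorescence quench of at least 8% versus neutral control, with both replicates also reaching 8%; inconclusive = only one of the mean or replicate conditions met; inactive = mean below 8% and not both replicates reaching 8%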;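 also: cells transiently co-express mutant CFTR-F508del with the halide-sensitive YFP; corrector assay measuring rescue of mutant channel to the surface after 24 h compound exposure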
DENV2 CPE rescue: inhibitors of DENV2 cytopathic effect, primary screen, cell-based, plate reader, single concentration. DENV2-infected cells, cytopathic effect rescue. CPE inhibition, % at 9.99 µM. 350,000 compounds, 1.7% hits. AID 651640, 2012; in the data active = CPE inhibition above about 20%, passing the limit was not always enough; inconclusive = no clear call, values can overlap the other calls; tested in BHK-21 cells;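 also: 0% = median of neutral control wells and 100% = median of positive control wells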
EWS-Fli block: EWS/Fli-driven NR0B1 reporter inhibitors, primary screen, A673 cells, NR0B1 luciferase, luminescence, MLPCN library. viability-normalised. inhibition, % at 12.6 µM. 350,000 compounds, 0.67% hits;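 active = mean inhibition of at least 50% after viability correction, with every replicate also passing that limit; inconclusive = mean reaches 50% but only one of two replicates passes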;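 also: firefly luciferase signal divided by Alamar Blue viability fluorescence both relative to DMSO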
miR122 inh: miR-122 Renilla sensor signal increase in Huh7, primary screen, miR-122 inhibitor project, cell-based, single point, plate reader; Huh7 miR-122 Renilla luciferase sensor, 48 h; neutral wells = 0, positive control = 100; activation (reporter increase), % at 12.5 µM; 340,000 compounds, 0.3% hits; AID 602342, 2012;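 active = mean replicate activation score at least 90 and every replicate individually at or above 90; inconclusive = only one of the two criteria met; inactive = neither criterion met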;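 also: higher luciferase means less miR-122 activity so hits act as miR-122 inhibitors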
PAX8 reporter: inhibitors of PAX8-driven TPO luciferase reporter, primary screen, RMG-I cells, single concentration. SteadyGlo, 24 h. inhibition, % at 12.6 µM. 360,000 compounds, 1.2% hits;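 active = mean replicate inhibition at least 60% with every replicate also reaching 60%; inconclusive = only one of the two criteria is met; inactive = mean below 60% and not all replicates reaching 60%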;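 also: luciferase light reporting Pax8 driven TPO promoter activity; plate controls were median of neutral control wells for no effect and mitoxantrone controls for full effect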
GSIS activator: GLuc luminescence reporter in INS-1E cells, primary screen for activators of glucose-dependent secretion of insulin; INS-1E GLuc reporter insulin secretion, 2-3 h; activation, % at 16.6 µM; AID 743287, 2014; 370,000 compounds, 0.61% hits;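 active = lowest replicate activation of at least 40%, so every replicate reaches that level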;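 also: 0% = median of neutral control wells and 100% = median of IBMX positive control wells; some compounds called inactive have numbers as strong as hits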
* hit, by the source's call; ? = inconclusive; . = not tested or not shown; [ ] = remark or other dose. These rows are one share of the data, so the mix of outcomes need not match the whole.

structure,miR122 inh,DENV2 CPE rescue,FN deposition inh,F508del corr,GSIS activator,PAX8 reporter,EWS-Fli block
O=C(Cc1cccnc1)N1CCCCN2[C@@H](CO)[C@@H](c3ccc(C#CC4CC4)cc3)[C@@H]2C1,6[16.7 µM],-2,.,3.9,.,3,-9
O[C@H]1[C@H](O)[C@@H](O)CN2CC[C@H](O)[C@H]12,-3,-8,-5,2.4,-1,-4,-3
Cc1ncc2n1-c1ccc(Cl)cc1C(c1ccccc1F)=NC2,3,4,.,-2.4,2,.,-1
COc1cc2c(cc1OC)-c1c3c(cc4c1[C@@H](C2)N(C)CC4)OCO3,-9,-4,0,3.9,3,-15,2
COC(=O)C1=C(c2cccc(OCc3ccccc3)c2)C[C@@H]2CC[C@H]1N2C(=O)NNCc1ccccc1,-1,11,17,-0.7,-12,26,2
CC/C(=N\NC(N)=O)c1c(O)[nH]c(=O)[nH]c1=O,.,-6,13,-2.2,-1,0,4
CCc1ccccc1NC(=O)CNC1CCCCC1,-3,3,10,2.6,-1,0,-3
Cc1nc2ccccc2c(=O)n1-c1c(Cl)cccc1Cl,-9,-10,.,1.2,0,19,-3
c1cc(CCN2CCCC2)ccn1,3,3,3,2.5,-10,7,-2
COC(=O)C1=C(c2ccc(OC)c(OC)c2)C[C@@H]2CC[C@H]1N2C(=O)NCCNC(C)=O,-2,-4,4,-4.6,-2,-2,0
COC(=O)C1=C(c2c(C)noc2C)C[C@@H]2CC[C@H]1N2C(=O)NC1CCCCC1,-6,48*,-5,-5.2,9,-24,-9
CSc1ccc(C(=O)C2CCCN(Cc3cc4ccccc4[nH]3)C2)cc1 (stereo unspecified),1,-5,1,1.3,-8,26,6

Part of the list above, with two lines to a compound:
Below each compound – miR122 inh | DENV2 CPE rescue | FN deposition inh | F508del corr | GSIS activator | PAX8 reporter | EWS-Fli block
COC(=O)C1=C(c2cccc(OCc3ccccc3)c2)C[C@@H]2CC[C@H]1N2C(=O)NNCc1ccccc1
 : -1 | 11 | 17 | -0.7 | -12 | 26 | 2
CC/C(=N\NC(N)=O)c1c(O)[nH]c(=O)[nH]c1=O
 : . | -6 | 13 | -2.2 | -1 | 0 | 4
CCc1ccccc1NC(=O)CNC1CCCCC1
 : -3 | 3 | 10 | 2.6 | -1 | 0 | -3
Cc1nc2ccccc2c(=O)n1-c1c(Cl)cccc1Cl
 : -9 | -10 | . | 1.2 | 0 | 19 | -3
c1cc(CCN2CCCC2)ccn1
 : 3 | 3 | 3 | 2.5 | -10 | 7 | -2
COC(=O)C1=C(c2ccc(OC)c(OC)c2)C[C@@H]2CC[C@H]1N2C(=O)NCCNC(C)=O
 : -2 | -4 | 4 | -4.6 | -2 | -2 | 0

More compounds follow.
structure,miR122 inh,DENV2 CPE rescue,FN deposition inh,F508del corr,GSIS activator,PAX8 reporter,EWS-Fli block
Oc1ccc(/C=N/NP(=S)(c2ccccc2)c2ccccc2)cc1,96*,.,0,.,.,2,.
O=C(c1cccnc1)C1CCCN(Cc2nc(-c3cnccn3)no2)C1 (stereo unspecified),-3,-2,2,0.0,.,-17,-20
Cn1c(O)c(C=Nc2ccc(F)cc2)c(=O)[nH]c1=O,1,3,-4,-2.2,12,-4,5
CC/C(=N\N1CCCCCC1)c1c(O)n(-c2ccc(C)cc2)c(=O)[nH]c1=O,.,.,-4,.,-10,1,.
CCOP(=O)(OCC)Oc1cc(C)c(N(C)C)c(C)c1,.,-2,-1,0.2,-4,-11,1
Cc1cc(/C=C2/C(=O)NC(=O)N(C)C2=O)c(C)n1-c1ccccc1,4,.,0,-2.6,9,-7,-13
C[C@@H]1C(=O)O[C@H]2[C@H](O)[C@]34[C@@H]5OC(=O)[C@]3(OC3OC(=O)[C@H](O)C34[C@H](C(C)(C)C)[C@@H]5O)[C@@]12O (stereo partly specified),-2,42*,-6,-0.8,.,-7,-14
FC(F)(F)c1ccc(CNCCc2ccc3c(c2)OCO3)cc1,0,13,4,-3.2,0,3,7
Cc1ccc2c(c1)CC1(CN2C)C(=O)NC(=O)N(c2cccc(C)c2C)C1=O (stereo unspecified),1,.,-3,.,.,-22,.
C=C[C@@H]1C[C@@]1(C)[C@@H](NP(=O)(c1ccccc1)c1ccccc1)c1ccccc1,-1,13,2,0.7,3,10,-2
CC(C)CCn1c(=O)c(C(=O)NCc2ccc3c(c2)OCO3)c(O)c2ccccc21,-7,-6,7,4.5,-29,-27,8
O=C(CCc1nnc2ccc(NCc3ccc(F)cc3)nn12)N1CCC2(CC1)OCCO2,-7,9,5,-1.6,-1,-9,5
[Cl][Pt+2][Cl].[NH-]C1CCCCC1[NH-] (stereo unspecified),-15,0,-5,-3.7,-4,-16,-8
CCOc1cc2c(cc1OCC)-n1cccc1C(c1cccc(F)c1)NC2 (stereo unspecified),-3,-3,-7,-0.2,-44,27,3
CN(C)c1ccc(C=C2C(=O)NC(=O)NC2=O)cc1[N+](=O)[O-],3,-3,-2,-0.9,2,1,3
CC12CCC3C(CCC4CC(=O)CCC43C)C1CC(=NO)C2=O (stereo unspecified),.,0,-4,-1.9,0,30,2
CC(C)C(=O)Nc1ccc(S(=O)(=O)N2CC3CC(C2)c2cccc(=O)n2C3)cc1 (stereo unspecified),.,2,0,.,13,1,42
O=C(c1ccc(Cl)cc1)C1CCCN(Cc2cccc3ncccc23)C1 (stereo unspecified),-8,1,7,-0.1,-58,21,33
COC(=O)C1=C(C(=O)OC)C2OC1c1cc3ccccc3cc12,.,-3,.,-0.7,118*,109*,2
COC(=O)C(NC(=S)N1CC2C[C@@H](C1)Cn1c2cccc1=O)C(C)C (stereo partly specified),4,3,6,4.9,10,-28,2
Cc1nc2ccccc2c(=O)n1-c1cc(F)ccc1F,.,1,.,1.5,8,8,-2
Cc1cc(C(=O)OCC(=O)Nc2ccc(F)cc2F)c(C)n1C1CC1,.,?,-5,1.9,7,-29,-1
O=C(O)[C@H]1[C@H](CO)[C@H]2Cn3c(ccc(-c4cncnc4)c3=O)[C@@H]1N2C(=O)NC1CCCC1,-3[16.7 µM],-6,.,-1.0,3,-9,6
O=[N+]([O-])c1ccc(N2CCOCC2)c2c1no[n+]2[O-],3,-12,30,12*,.,98*,24
CCOc1ccc(-c2cc(C(=O)N3CCC4(CC3)OCCO4)c3ccccc3n2)cc1,.,-2,5,1.8,-28,-108,-92
C[C@]12CC[C@H](O)C[C@H]1CC[C@@H]1[C@@H]2CC[C@]2(C)C(=O)CC[C@@H]12,0,-11,.,-0.8,.,.,-3
O=C1NC(=O)N(Cc2cccs2)C(=O)/C1=C/c1ccc(N2CCOCC2)cc1,.,0,-1,3.9,-1,-1,1
O=C(Nc1ccccc1OC(=O)N1CCCCC1)N1CCCCC1,.,3,.,-2.0,13,.,9
C=CCN1CCc2cccc3c2[C@H]1Cc1ccc(O)c(O)c1-3,6,-3,-5,2.9,-11,21,19
O=C(Nc1cccc(Cl)c1)OCC#CCN1CCCC1,.,2,5,-0.9,-11,-41,-46
Cc1ccccc1NC(=O)Cc1nc(COC(=O)Cc2ccccc2)cs1,-7,-9,-27,2.5,3,-33,-2
O=c1c(/C=N/N2CCOCC2)c(O)n(-c2ccccc2)c(=S)n1-c1ccccc1,.,-9,-24,-1.9,3,-8,12
COC(=O)C1=C(c2ccc(C(C)=O)cc2)C[C@@H]2CC[C@H]1N2C(=O)NC1CC1,45,-5,-1,2.7,3,-22,-4
Cc1cc(N2CCNC[C@H]2C)ccc1N1CCN[C@H](C)C1,.,3,6,-0.7,.,-4,-3
O=C(Nc1ccccc1)N1CC2CC(C1)c1cccc(=O)n1C2 (stereo unspecified),11,3,2,-0.6,3,-13,3
C=C1C2C[C@@]3([C@@H]1O)[C@@H](C[C@@H]2O)[C@@]12C4[C@@H]3C[C@@H]1[C@@](C)(CC[C@@H]2O)CN4CC,21,-4,0,3.5,.,4,-4
O=C1C2CCCN2C(c2ccc(Cl)c(Cl)c2)N1c1ccccn1 (stereo unspecified),-3,.,-3,.,.,2,.
COC(=O)C1=C(c2ccc(F)cc2OCc2ccccc2)C[C@@H]2CC[C@H]1N2C(=O)NCC1CC1,-3,-5,-4,1.9,.,20,2
O=C1NC(=O)N(Cc2ccc(F)cc2)C(=O)/C1=C\c1ccc(N2CCCC2)cc1,.,18,10,-2.8,-10,17,23
COc1cc2c(cc1O)[C@@H]1Cc3ccc(OC)c(O)c3CN1CC2,24,-1,12,5.8,.,26,-37
COc1cccc(CC(=O)N(C)C2CCCN(Cc3ccccc3F)C2)c1 (stereo unspecified),-6,?,-7,.,.,2,14
CCCCCCCCC(=O)NCc1ccc(O)c(OC)c1,4,-4,-5,-0.3,-24,-3,10
O=C(Cc1ccncc1)N1CCCCN2[C@H](C1)[C@H](c1ccc(C#CC3(O)CCCC3)cc1)[C@@H]2CO,6[16.7 µM],-6,.,-1.4,11,-10,.
Cc1cccc(N/N=C/c2c(O)[nH]c(=S)[nH]c2=O)c1,0,-7,6,2.5,.,3,-2
O=c1[nH]c(O)c(Cc2ccc3c(c2)OCO3)c(=O)[nH]1,.,6,3,-1.7,8,14,5
c1cncc(CNC2=NCCC2)c1,-1,.,-8,.,.,-4,.
O=C(COc1ccccc1)NCCc1cnc[nH]1,-3,4,0,2.4,15,9,-7
CO[C@@H]1C=CC23c4cc5c(cc4CO[C@]2(O)CN(C)[C@H]3C1)OCO5 (stereo partly specified),.,11,-1,0.8,19,-13,-7
C/C=C/c1ccc([C@@H]2[C@H]3CN(C(=O)Cc4cccnc4)CCCCN3[C@H]2CO)cc1,0[16.7 µM],15,-4,1.0,8,-9,-6
COC(=O)C1=C(c2ccc(F)cc2OCc2ccccc2)C[C@@H]2CC[C@H]1N2C(=O)NCc1cccc(C(F)(F)F)c1,.,-1,-20,0.3,-8,26,0

Compound activity (PubChem)
